M. tuberculosis HTS = M. tuberculosis growth inhibition, HTS (AID 449762); M. tuberculosis H37Rv growth inhibition, 7H9 media; higher % means a stronger effect; one-dose inhibition, % at 25 µM; IC50 in µM for titrated hits; 330,000 compounds, 0.59% hits; in the data active means a potency from the dose series; inconclusive means inhibition above about 70% without an active follow-up result;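 further: bacterial growth assessed after seven days of incubation; strong numbers were not always called active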
H1N1 NS1A inhibition = H1N1 influenza NS1A inhibitors, functional cell based assay (AID 504329); inhibition, % at 12.5 µM, or IC50 in µM where a hit was titrated; 340,000 compounds, 0.3% hits; NS1A functional cell-based assay, percent inhibition; higher % means a stronger effect; in the data active means a potency from the dose series; inconclusive means inhibition above about 27% without an active follow-up result; further: strong numbers were not always called active
VEEV TC-83 Vero = inhibitors of VEEV TC-83 cytopathic effect, confirmation, Vero cells (AID 588727); Vero cells, VEEV TC-83 cytopathic effect inhibition; higher % means a stronger effect; one-dose inhibition, % at 20 µM; IC50 in µM for titrated hits; 350,000 compounds, 0.13% hits; in the data active means a potency from the dose series; inconclusive means inhibition mostly from about 14% at the one dose, without a potency; inactive means the rest, 99 in 100 with inhibition below about 12%; further: strong numbers were not always called active
M. tuberculosis = growth inhibition of non-replicating M. tuberculosis (AID 488890). Mycobacterium tuberculosis non-replicating, growth inhibition; higher % means a stronger effect. inhibition, % at 25 µM, or IC50 in µM where a hit was titrated. 320,000 compounds, 0.39% hits; in the data active means a potency from the dose series; inconclusive means inhibition mostly from about 82% at the one dose, without a potency; inactive means the rest, 99 in 100 with inhibition below about 76%;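 further: plate controls were DMSO cells for no effect and high antibiotic wells for full effect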
Salmonella PhoP GFP = PhoP regulon inhibitors, Salmonella typhi PhoP promoter GFP reporter, confirmatory (AID 1850); 310,000 compounds, 0.33% hits; Salmonella Typhi PhoP-promoter GFP reporter, fluorescence, 4 h; higher % means a stronger effect; inhibition, % at 50 µM; hits with a dose series show IC50 in µM; in the data active means a potency from the dose series; inconclusive means inhibition mostly from about 25% at the one dose, without a potency; inactive means the rest, 99 in 100 with inhibition below about 19%;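 further: 0% = induced wells with vehicle and 100% = uninduced wells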
* hit, by the source's call; i = inactive; ? = inconclusive; nt = no result given.

Below each compound: VEEV TC-83 Vero	M. tuberculosis HTS	H1N1 NS1A inhibition	M. tuberculosis	Salmonella PhoP GFP
> CCC(=NCCCn1ccnc1)c1c(O)n(Cc2ccccc2)c(=O)[nH]c1=O
  3.6%	-21%	11%	1%	12%
> O=C(Cc1nnc(NC(=O)Nc2ccc(Cl)cc2)s1)NCc1ccccc1
  0.3%	-8%	16%	-21%	-4%
> Cc1cc(C)c2c(N)c(C(=O)Nc3cccc(C)c3C)sc2n1
  0.1%	11%	-26%	-6%	-1%
> O=C(OC1CCOC1=O)c1cc(-c2ccc(Cl)cc2)nc2ccccc12 (centres undefined)
  1.8%	4%	0%	18%	-13%
> CCN(CC)C(=N)N1c2ccccc2CCC1C (centres undefined)
  0.9%	0%	-5%	-3%	-8%
> Cc1ccc2oc3c(SCc4nc5ccccc5[nH]4)nc(C)nc3c2c1
  i	3%	-6%	19%	nt
> CCN(CC)c1ccc(C(=O)OCC(=O)NC(C)(C)C)cc1
  1.2%	4%	-16%	17%	-3%
> O=C(C[C@H]1C[C@H](C(=O)N2CCOCC2)[C@@]2(CCC3CCCC3)c3[nH]c4ccc(Cl)cc4c3CCN2C1=O)NCCCn1ccnc1
  i	nt	12%	nt	nt
> COc1ccccc1S(=O)(=O)Nc1ccc2nc(C)sc2c1
  1.6%	-1%	1%	1%	nt
> O=C(CCn1cccc1)Nc1cc(F)ccc1F
  1.2%	-5%	1%	10%	-30%
> CCCCSc1nnc2[nH]c(=O)cc(N)n12
  1.1%	-11%	2%	10%	6%
> CC(C)OC(=O)C(C#N)c1nc2ccccc2nc1N1CCN(Cc2ccccc2)CC1 (centres undefined)
  0.8%	3%	-5%	-10%	-16%
> N#Cc1cn(Cc2ccncc2)c(=O)[nH]c1=O
  3.4%	-4%	-1%	-7%	-2%
> CC(C)Oc1ccc(CCC(=O)NNC(=O)c2ccccc2C(=O)O)cc1
  1.0%	-13%	3%	-5%	4%
> CCC(C)NS(=O)(=O)c1cc2c3c(c1)CCC(=O)N3CCC2 (centres undefined)
  2.5%	1%	8%	2%	2%
> CC(=O)c1c(O)c(C)c(O)c2c1OC1=CC(=O)C(C(C)=O)C(=O)[C@@]12C (some centres undefined)
  3.9%	nt	-1%	nt	nt
> S=C(NN=C1CCCCCC1)Nc1ccc(Cl)cc1
  0.4%	5%	-1%	-3%	7%
> Cc1cc2nc(/C(C#N)=C\c3ccc(-c4ccccc4C(=O)O)o3)[nH]c2cc1C
  1.8%	5%	0%	35%	-10%
> C=CCn1cc(C(=O)N2CCc3ccccc3C2)c(=O)c2cc(S(=O)(=O)N(CC)CC)ccc21
  2.6%	-9%	-2%	25%	-3%
> O=C(Nc1ccc(O)cc1)c1cc2ccccc2c(=O)s1
  3.2%	11%	10%	-7%	-8%
> COC(=O)CSc1nnc(C)n1-c1cccc(C#N)c1
  0.9%	-4%	30%	7%	13%
> COc1ccc(N2CC(C(=O)Nc3ncccc3C)CC2=O)cc1 (centres undefined)
  i	3%	0%	-21%	9%
> CC12CCC3C(CCC4C/C(=N/O)CCC43C)C1CCC2O (centres undefined)
  1.5%	6%	-9%	38%	-6%
> CSc1nc(C)cc(OCC#N)n1
  i	-9%	-3%	-2%	-5%
> Cc1cccc(C)c1-n1c(C)nn(-c2ncc(C(F)(F)F)cc2Cl)c1=O
  i	10%	0%	-1%	-6%
> COc1cccc(NC(=O)C2C3C=CC4(O3)C2C(=O)N(CCN2CCCCC2)C4C(=O)NC2CCCCC2C)c1 (centres undefined)
  i	1%	5%	-4%	-14%
> C=CCC(C(=O)c1ccccc1)[N+](C)(C)CC=C (centres undefined)
  0.1%	-3%	3%	-17%	2%
> COCCCNC(=O)CC1C[C@H](C(=O)N2CCCCC2)[C@@]2(CCc3ccccc3)c3[nH]c4ccccc4c3CCN2C1=O (some centres undefined)
  i	-5%	-2%	12%	nt
> O=C(Nc1ccccc1Cl)N1CCSc2ccccc21
  0.7%	-7%	4%	2%	0%
> CCCc1cc(=O)oc2cc(C)cc(OC(C)C(=O)NCc3ccncc3)c12 (centres undefined)
  0.3%	11%	7%	16%	-1%

Single records, from the list above. Values in the order: VEEV TC-83 Vero, M. tuberculosis HTS, H1N1 NS1A inhibition, M. tuberculosis, Salmonella PhoP GFP
CC(=O)c1c(O)c(C)c(O)c2c1OC1=CC(=O)C(C(C)=O)C(=O)[C@@]12C (some centres undefined) across the screens: 3.9%, nt, -1%, nt, nt
CCN(CC)c1ccc(C(=O)OCC(=O)NC(C)(C)C)cc1 across the screens: 1.2%, 4%, -16%, 17%, -3%
O=C(CCn1cccc1)Nc1cc(F)ccc1F across the screens: 1.2%, -5%, 1%, 10%, -30%
C=CCn1cc(C(=O)N2CCc3ccccc3C2)c(=O)c2cc(S(=O)(=O)N(CC)CC)ccc21 across the screens: 2.6%, -9%, -2%, 25%, -3%
COC(=O)CSc1nnc(C)n1-c1cccc(C#N)c1 across the screens: 0.9%, -4%, 30%, 7%, 13%

(listing goes on)
Below each compound: VEEV TC-83 Vero	M. tuberculosis HTS	H1N1 NS1A inhibition	M. tuberculosis	Salmonella PhoP GFP
> Cc1ccc(NC(=O)CN(C)C(=O)CCCN2C(=O)c3ccccc3C2=O)cc1
  6.2%	-12%	5%	13%	-5%
> Cc1ccc(CNC(=O)COC(=O)c2ccc(Br)cc2)cc1
  1.4%	-5%	-8%	25%	-1%
> COC(=O)Cc1nc2c(N)nc(N)nc2[nH]c1=O
  1.0%	nt	2%	nt	nt
> O=C(O)c1cnc(-c2ccccc2)nc1Sc1cccc(Cl)c1
  0.7%	-1%	-4%	53%	-5%
> O=C(COC(=O)c1cccnc1Cl)c1cccc(Cl)c1
  1.4%	-5%	-1%	-7%	-8%
> CNc1nc(OCCNC(=O)Nc2ccccc2)nc(N2CCOCC2)n1
  2.7%	-1%	2%	-6%	1%
> CCN(CCO)Cc1csc2ccc(Cl)cc12
  1.0%	-4%	-9%	0%	-4%
> CCOc1ccccc1C1SCC(=O)Nc2c1c(=O)[nH]n2C(CC)CC (centres undefined)
  0.7%	2%	-9%	-4%	-5%
> CCOc1ccccc1CN1CCNC(=O)C1CC(=O)NCc1cc(C)n(C)n1 (centres undefined)
  2.4%	-2%	-6%	16%	9%
> O=C(Nc1nc2cc3c(cc2s1)OCCO3)c1ccco1
  7.1%	15%	6%	56%	-1%
> Cc1cc(NCc2ccccn2)n2nc(C)c(-c3ccccc3)c2n1
  6.9%	?	-1%	1.8µM*	2%
> CCCc1cc(C(=O)N2CCC(N3CCC(C(=O)NC(C)C)CC3)CC2)n(C)n1
  0.6%	1%	-4%	-2%	-4%
> CCn1c(-c2c(Cl)c(C)nn2C)n[nH]c1=S
  3.7%	-11%	-1%	11%	-8%
> CCOC(=O)c1cc(-c2nnc(-c3ccc(Oc4ccccc4)cc3)o2)c(C)nc1C
  8.8%	-10%	0%	7%	11%
> Cn1c2ccccc2c(=O)c2cc(C#CC3(O)CCCCC3)ccc21
  0.7%	31%	6%	32%	0%
> NC(=O)N1CCc2ccccc21
  0.6%	0%	-14%	-2%	1%
> COc1ccc(-c2cnnc(N/N=C/C(C)=C/c3ccccc3)n2)cc1
  nt	-6%	nt	-11%	-15%
> COc1cc(NC(=O)Cc2cccc3ccccc23)c(C(=O)O)cc1OC
  0.2%	18%	-13%	48%	-3%
> CCOC(=O)c1[nH]c(C)c(C(=O)NCCc2ccc(OC)cc2)c1C
  i	5%	4%	16%	4%
> CCCCC(=O)Nc1ccc(C(=O)c2ccccc2)cc1
  5.4%	67%	-5%	nt	7%
> CCOC(=O)c1ccccc1NC(=O)c1ccccc1N(C)S(C)(=O)=O
  2.6%	-2%	-3%	-1%	7%
> CCOC(=O)C1=C(c2ccccc2)N=C2SCC(=O)N2C1c1ccc2c(c1)OCO2 (centres undefined)
  1.3%	-1%	0%	12%	0%
> Cc1ccc(NC(=O)COC(=O)CCc2ccc(S(=O)(=O)N3CCOCC3)cc2)cc1C
  0.8%	4%	-9%	-8%	-1%
> COc1cc(C(=O)OCC(=O)c2cc(C)n(CC3CCCO3)c2C)ccc1OCC(=O)N1CCOCC1 (centres undefined)
  0.4%	0%	-3%	-5%	2%
> Cc1cc(Br)ccc1NC(=O)CN(C)C(=O)CN1C(=O)NC2(CCCC2)C1=O
  i	-6%	0%	-8%	7%
> O=C(NCc1ccco1)C(c1ccncc1)N(CCC1=CCCCC1)C(=O)Cn1nnc2ccccc21 (centres undefined)
  2.8%	-4%	-41%	-5%	-4%
> COc1ccc(CCn2c(SCC(=O)Nc3cc(C)on3)nc3ccsc3c2=O)cc1OC
  3.2%	7%	-13%	23%	-8%
> CC(C)CN1CCC(=O)N(CCSc2ccc(Br)cc2)CC1
  0.4%	0%	10%	0%	3%
> Cc1cc(C)n(C2CC(=O)N(c3ccccc3)C2=O)n1 (centres undefined)
  0.1%	3%	-4%	-3%	-11%
> Cc1cccc(C)c1NC(=O)CNC(=O)c1cncc(Br)c1
  i	-4%	10%	-6%	6%
> Cc1nn(C)c(C)c1S(=O)(=O)N1CCC(C(=O)NC(C)c2ccccc2)CC1 (centres undefined)
  0.3%	-10%	-17%	-5%	-3%
> Cc1n[nH]c(C)c1CN(C)C(=O)C1CCC(=O)N(CC2CCCCC2)C1 (centres undefined)
  0.5%	3%	11%	-4%	9%
> CCOC(=O)c1cc(C#N)c(SCC(=O)Nc2ccc(C(C)=O)cc2)[nH]c1=O
  0.8%	2%	-9%	48%	14%
> CNC(=O)CSc1nc(-c2ccccc2)c(-c2ccccc2)[nH]1
  0.4%	-4%	5%	2%	4%
> COc1ccc(-c2csc(NC(=O)CN3C(=O)NC4(CCCC4)C3=O)n2)cc1OC
  10%	3%	2%	5%	8%
> COc1cc(/C=N/NC(=O)c2cccc(S(=O)(=O)N3CCCCC3)c2)cc(Br)c1O
  1.1%	-1%	-2%	31%	11%
> Cc1ccc(S(=O)(=O)NCC2CCC(C(=O)NCc3ccco3)CC2)cc1 (centres undefined)
  i	-4%	-16%	15%	4%
> CCc1ccc(NC(=O)C/C(C)=N/NC(=O)COc2ccc(C)cc2Br)cc1
  6.1%	?	-7%	22%	-6%
> O=C(c1ccc(=O)oc1)N1CCN(C(c2ccccc2)c2ccccc2)CC1
  i	-3%	5%	1%	-3%
> COc1ccc(CN(C)C(=O)c2ccc(COc3ccccc3)cc2)c(OC)c1
  i	7%	-7%	28%	-4%
> CC(C)(C)c1ccc(OCCC(=O)OCC(=O)NCc2ccccc2)cc1
  3.2%	?	-10%	79%	9%
> COc1ccc(C(=O)NCc2nnc(SCC(=O)NC3CCCCC3)o2)cc1
  i	-3%	-2%	?	2%
> Cc1cc(NC(=O)CSc2ccc(F)cc2)no1
  0.5%	3%	0%	?	-2%
> Cc1cccc(C)c1NC(=O)CCCN1CC(C)OC(C)C1 (centres undefined)
  0.8%	-9%	-13%	-10%	-2%
> O=C(Nc1c(C(=O)N2CCN(c3ccccn3)CC2)oc2ccccc12)c1ccc([N+](=O)[O-])cc1
  2.2%	-8%	3%	1%	3%
> Nc1ncc(-c2ccccc2)c(-c2ccc(OCc3ccccc3)cc2O)n1
  1.8%	-1%	1%	11%	6%
> CCCCCCC1CC(CCC(=O)Nc2ccc([N+](=O)[O-])cc2)C(=O)O1 (centres undefined)
  1.9%	6%	1%	4%	18%
> CC1CC(=O)Nc2ccccc2N1C(=O)Nc1ccccc1 (centres undefined)
  0.3%	2%	-16%	-8%	-16%
> CCN1CCN(C(=O)C2CCN(c3nnc(-n4c(C)ccc4C)s3)CC2)CC1
  0.5%	-8%	3%	3%	-10%
> COC(=O)C1=C(C)NC=C([N+](=O)[O-])C1c1ccc(OC)cc1 (centres undefined)
  i	-3%	-10%	21%	11%

Next part.
Below each compound: VEEV TC-83 Vero	M. tuberculosis HTS	H1N1 NS1A inhibition	M. tuberculosis	Salmonella PhoP GFP
> CN1C(=O)C(=O)/C(=C(/O)c2ccc(Br)cc2)C1c1ccc(F)cc1 (centres undefined)
  0.2%	-11%	-11%	27%	-9%
> CCCCn1c2nc3ccccc3nc2c2c(=O)n(-c3ccccc3)cnc21
  7.7%	4%	12%	0%	-5%
> O=c1c(/C=N\NS(=O)(=O)c2ccccc2)coc2ccc(Cl)cc12
  10%	5%	-6%	36%	-7%
> CCOC(=O)C1C(=O)C(C(C)=O)C(=O)CC1CC(C)SCC (centres undefined)
  0.4%	-13%	-1%	54%	-22%
> COc1ccc(-c2cn3cccnc3n2)cc1NS(=O)(=O)c1ccccc1
  0.5%	8%	-1%	7%	1%
